Source: PubChem
ERK EGF block – qHTS Assay for Inhibitors of the ERK Signaling Pathway using a Homogeneous Screening Assay; Stimulation with EGF | HEK293-V1b, EGF-stimulated phospho-ERK AlphaScreen | 130,000 tested, 0.41% active | Potency, µM (titrated, usually from 11.5 µM), for inactives: top-dose activity change, negative = inhibition, most hits filed as inhibitors; active = well fitted inhibition curve with a large enough effect; inconclusive = small, poorly fitted or top-dose-only effect, or effect the other way;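 note: plate controls were stimulated vehicle wells for no effect and unstimulated vehicle basal for full effect; nearly all actives have a fitted effect of over 55% in size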
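After overnight plating in 1% FBS, HEK293-V1b cells received test compound for half an hour, then a 5 min pulse of EGF (25 nM); ERK phosphorylation in lysates was read by bead-based AlphaScreen.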
* = called active by the depositor; & = joins results of further samples; [ ] = dose if it differs, or a comment. Potency is the fitted concentration of half-maximal effect. This is a subset; the hit share may differ from the screen's.

What do the screens show for `CCCCCC(=O)Nc1cccc(C2=NOC3(C2)C[C@@H](C(N)=O)N(C(=O)c2cc([N+](=O)[O-])cc([N+](=O)[O-])c2C)C3)c1` (some centres not stated)?
ERK EGF block: 0%[57.5 µM]

How did O=C(O)C1C2C=CC(C2)C1C(=O)NCCc1cccc(Cl)c1 (configuration not stated) do in these assays?
ERK EGF block: 7%

How did CCCCOC(=O)CCCN1C(=O)/C(=C2\SC(=S)N(CCCC(=O)OCCCC)C2=O)SC1=S do in these assays?
ERK EGF block: inconclusive

How did COC(=O)C1CCN(CC(=O)NC(=O)NC2CCCCC2)CC1 do in these assays?
ERK EGF block: 14%

What do the screens show for `Cc1cccc(Nc2nnc(SCC(=O)c3ccc(Br)s3)s2)c1C`?
ERK EGF block: 8%

Results for O=C(CCCc1ccccc1)NC1CC1 ?
ERK EGF block: -2%

How did Cc1ccc(NC(=S)NCCCN2CCOCC2)cc1C do in these assays?
ERK EGF block: inconclusive

How did Cc1cc(C)n(C(=O)COc2ccc(Cl)cc2Cl)n1 do in these assays?
ERK EGF block: -12%

What do the screens show for `O=[N+]([O-])c1ccccc1/C=C/C=N/n1c(-c2ccco2)n[nH]c1=S`?
ERK EGF block: 34%

How did COCCCNC(=O)CC(=O)N/N=C\c1ccc(SC)cc1 do in these assays?
ERK EGF block: 1%

How did CCc1ccc(NC(=O)c2ccc(OC)c([N+](=O)[O-])c2)cc1 do in these assays?
ERK EGF block: 13%

Results for O=C1NN(c2ccccc2)C(=O)/C1=C\c1ccc(-c2cc([N+](=O)[O-])ccc2O)o1 ?
ERK EGF block: -1%

Results for C=CCn1c(SCC(=O)Nc2ccc(F)cc2)nc2cc(C(=O)O)ccc2c1=O ?
ERK EGF block: 6%

What do the screens show for `COc1cc(CC(=O)NCC2COc3ccccc3O2)cc(OC)c1OC` (configuration not stated)?
ERK EGF block: 0%

Results for Cc1ccc(C)c(N=Nc2ccc(O)c3ncccc23)c1 ?
ERK EGF block: inconclusive

What do the screens show for `CCCCCCCn1c(=N)n(CC(O)c2ccco2)c2ccccc21` (configuration not stated)?
ERK EGF block: 4%

What do the screens show for `COc1ccc(C(=O)O/N=C(\N)c2ccccc2)c(OC)c1`?
ERK EGF block: 0%

How did O=C1NN(c2cccc(Br)c2)C(=O)/C1=C/c1cccs1 do in these assays?
ERK EGF block: 1%[57.5 µM]

What do the screens show for `O=C(Cc1cccc2ccccc12)Nc1ccc(OC(F)F)c(Cl)c1`?
ERK EGF block: 7%

Results for O=c1[nH]c(=O)n(Cc2ccccc2)c2nc(-c3ccc(Oc4ccc(F)cc4)c([N+](=O)[O-])c3)n(CCO)c12 ?
ERK EGF block: 5%

Overlap with the part before: two compounds, followed by the next part.
What do the screens show for `O=C(Cc1cccc2ccccc12)Nc1ccc(OC(F)F)c(Cl)c1`?
ERK EGF block: 7%

Results for O=c1[nH]c(=O)n(Cc2ccccc2)c2nc(-c3ccc(Oc4ccc(F)cc4)c([N+](=O)[O-])c3)n(CCO)c12 ?
ERK EGF block: 5%

Results for Cc1ccccc1C(=O)NC(=S)NCc1cccnc1 ?
ERK EGF block: 1%

How did O=C(O)c1ccc(N2CCCCS2(=O)=O)cc1 do in these assays?
ERK EGF block: 4%

How did O=Cc1c(Sc2ccccn2)nc2ccccn2c1=O do in these assays?
ERK EGF block: 9%

What do the screens show for `N=c1n(Cc2ccccc2Cl)c2ccccc2n1CC(O)c1ccco1` (configuration not stated)?
ERK EGF block: 5%

How did N#CC1=C(N)Oc2c(ccc3cccnc23)C1c1ccncc1 (configuration not stated) do in these assays?
ERK EGF block: -8%[57.5 µM]

How did Cc1oc(C(N)=O)cc1COc1ccc(C(N)=O)cc1 do in these assays?
ERK EGF block: -6%[57.5 µM]

Results for Cc1cc2c(c(SCC(N)=O)n1)C(=O)OC2 ?
ERK EGF block: 6%

How did COc1ccc(CN2CCN(Cc3cn(C)nc3-c3ccccc3)CC2CCO)c(C)c1C (configuration not stated) do in these assays?
ERK EGF block: inconclusive

Results for CCOC(=O)c1ccc(NC2=CC(=O)CC(c3ccco3)C2)cc1 (configuration not stated) ?
ERK EGF block: -3%

Results for CC1CC(=O)N(c2ccc(NCCc3ccccc3)c([N+](=O)[O-])c2)C1=O (configuration not stated) ?
ERK EGF block: -5%

What do the screens show for `Cc1cccc(C(=O)Nc2nnc(SCC(=O)Nc3ccc4c(c3)oc3ccccc34)s2)c1`?
ERK EGF block: 2%

How did O=C(CSc1ncccn1)N/N=C/c1ccc(OC2CSC2)cc1 do in these assays?
ERK EGF block: 0%

Results for Cc1c(Cl)cccc1NC(=S)NCc1ccco1 ?
ERK EGF block: -5%[57.5 µM]

Results for O=C(C(=O)N1CCOCC1)c1cn(CC(=O)N2CCc3ccccc3C2)c2ccccc12 ?
ERK EGF block: -23%

What do the screens show for `Oc1[nH]c2ccc(Br)cc2c1N=Nc1ccc(C(F)(F)F)cn1`?
ERK EGF block: 6%

Results for O=C(NNC(=O)c1nn(-c2ccc(F)cc2)ccc1=O)c1ccc(C(F)(F)F)cc1 ?
ERK EGF block: -1%[57.5 µM]

What do the screens show for `COC(=O)c1c(-c2c(Cl)cccc2Cl)noc1NC(=O)NN1CCCCC1`?
ERK EGF block: 0%[57.5 µM]

What do the screens show for `CCCC[n+]1ccn(-c2nc3ccccc3nc2[N-]S(=O)(=O)c2ccc(Cl)cc2)c1`?
ERK EGF block: -2%[57.5 µM]

Results for C#CCOCCOCCOCCNc1nc(N2CCN(C(=O)Cn3cc(CCCN=C(N)N)nn3)CC2)nc(N2CCN(C(=O)[C@H]([C@@H](C)CC)n3cc(CCCN=C(N)N)nn3)CC2)n1 ?
ERK EGF block: -4%

What do the screens show for `COc1ccc(CCN(Cc2nc3ccccc3c(=O)[nH]2)C(=O)C2CC2)cc1`?
ERK EGF block: -10%

What do the screens show for `Cc1[nH]c2ccc(Cl)cc2c(=O)c1CN1CCCC1`?
ERK EGF block: -9%

What do the screens show for `CN(CCOc1ccccc1)CC(=O)Nc1ccc([N+](=O)[O-])cc1Cl`?
ERK EGF block: 4%

What do the screens show for `Cc1nn(Cc2ccccc2)c(Cl)c1C(=O)OCC#N`?
ERK EGF block: -1%

What do the screens show for `O=C1NC(C(F)(F)F)(C(F)(F)F)N=C2SC=CN12`?
ERK EGF block: -14%[57.5 µM]

Results for COc1ccc(CC2(CO)CCN(S(=O)(=O)c3sccc3C)CC2)cc1 ?
ERK EGF block: -11%

How did O=C(C1=C[C@H](c2coc3ccccc3c2=O)C[C@H](OCCCCO)O1)N1CCN(Cc2ccc3c(c2)OCO3)CC1 do in these assays?
ERK EGF block: -5%[57.5 µM]

How did COc1ccc(Oc2ncc3nc(-c4ccc(Cl)cc4)c(=O)n(C)c3n2)cc1 do in these assays?
ERK EGF block: -1%

How did CCN(CC)S(=O)(=O)c1ccc(C)c(C(=O)Oc2cccc(-c3cnc4ccccc4n3)c2)c1 do in these assays?
ERK EGF block: -10%

What do the screens show for `O=C(/C=C/c1ccc(Cl)cc1Cl)Nc1cccc(S(=O)(=O)NC2=NCCC2)c1`?
ERK EGF block: 5%

What do the screens show for `Cc1ccc(CN2C(=O)NC(Cc3c[nH]c4ccccc34)C2=O)cc1` (configuration not stated)?
ERK EGF block: -2%

How did CC(C)(C)Nc1nc(NCc2cccnc2)nc(N2CCOCC2)n1 do in these assays?
ERK EGF block: 7%

How did Cc1cc(C)n2cc(-c3ccc(Cl)cc3)c(C(=O)O)c2n1 do in these assays?
ERK EGF block: 2%

Results for O=C(N=C1c2ccccc2CN1c1ccc(F)c(Cl)c1)c1cccnc1Cl ?
ERK EGF block: 0%

Results for COc1ccc2c(c1)C(=O)[C@@H](OC(=O)Nc1ccc(C)c(Br)c1)[C@H](c1ccc(OC)c(Br)c1)O2 ?
ERK EGF block: 3%

How did COc1ccc(N(CC(=O)NCCC2=CCCCC2)S(=O)(=O)c2ccccc2)cc1 do in these assays?
ERK EGF block: 3%[57.5 µM]

Results for O=C(Cn1c[n+](CC(=O)c2ccc([N+](=O)[O-])cc2)cn1)c1ccc([N+](=O)[O-])cc1 ?
ERK EGF block: -3%&-8%[57.5 µM]

What do the screens show for `CC(=O)Nc1ccc(SCC(=O)Nc2cc(C(C)(C)C)nn2-c2ccccc2)cc1`?
ERK EGF block: 15%

What do the screens show for `Cc1ccc(C)c(OCCn2cc(/C=C(/C#N)C(=O)NCC3CCCO3)c3ccccc32)c1` (configuration not stated)?
ERK EGF block: -1%

How did CCCCNC(=O)CNC(=S)N(CCCN1CCOCC1)Cc1cccs1 do in these assays?
ERK EGF block: 4%

Results for O=C(COc1ccc(Br)cc1)Nc1ccccc1N1CCCC1 ?
ERK EGF block: inconclusive

Filtered by structure: the entries above containing a nitro group on carbon.
What do the screens show for `CCCCCC(=O)Nc1cccc(C2=NOC3(C2)C[C@@H](C(N)=O)N(C(=O)c2cc([N+](=O)[O-])cc([N+](=O)[O-])c2C)C3)c1` (some centres not stated)?
ERK EGF block: 0%[57.5 µM]

What do the screens show for `O=[N+]([O-])c1ccccc1/C=C/C=N/n1c(-c2ccco2)n[nH]c1=S`?
ERK EGF block: 34%

How did CCc1ccc(NC(=O)c2ccc(OC)c([N+](=O)[O-])c2)cc1 do in these assays?
ERK EGF block: 13%

Results for O=C1NN(c2ccccc2)C(=O)/C1=C\c1ccc(-c2cc([N+](=O)[O-])ccc2O)o1 ?
ERK EGF block: -1%

Results for O=c1[nH]c(=O)n(Cc2ccccc2)c2nc(-c3ccc(Oc4ccc(F)cc4)c([N+](=O)[O-])c3)n(CCO)c12 ?
ERK EGF block: 5%

Results for CC1CC(=O)N(c2ccc(NCCc3ccccc3)c([N+](=O)[O-])c2)C1=O (configuration not stated) ?
ERK EGF block: -5%

What do the screens show for `CN(CCOc1ccccc1)CC(=O)Nc1ccc([N+](=O)[O-])cc1Cl`?
ERK EGF block: 4%

Results for O=C(Cn1c[n+](CC(=O)c2ccc([N+](=O)[O-])cc2)cn1)c1ccc([N+](=O)[O-])cc1 ?
ERK EGF block: -3%&-8%[57.5 µM]

New compounds follow.
How did O=C(O)c1cc(-c2ccccc2)nc2ccccc12 do in these assays?
ERK EGF block: 1%

How did COc1ccc(OC)c(/C=C2\S/C(=N/NC(=O)c3ccc4ccccc4c3)NC2=O)c1 do in these assays?
ERK EGF block: inconclusive

How did CCOc1ccc(C(=O)Nc2ccccc2NC(C)=O)cc1OCC do in these assays?
ERK EGF block: 4%

How did CC(C)C(NC(=O)c1ccccc1Br)c1ccccc1 (configuration not stated) do in these assays?
ERK EGF block: -7%

Results for CCOC(=O)CSc1nnc(-c2ccccc2)o1 ?
ERK EGF block: 6%

What do the screens show for `O=C(CN1CCN(c2ccccc2F)CC1)NC(=O)NCc1ccco1`?
ERK EGF block: -7%

How did COC(=O)NC(C(=O)OC)(C(=O)OC)c1ccccc1 do in these assays?
ERK EGF block: -6%

What do the screens show for `COc1ccc(NC(=O)Cc2ccc(Cl)cc2Cl)cn1`?
ERK EGF block: -9%

What do the screens show for `Cc1cccc(CNc2ncnc3ccc(-c4c(C)noc4C)cc23)c1`?
ERK EGF block: 10%

What do the screens show for `Cc1ccc(NCc2n[nH]c(=S)n2-c2ccccc2)cc1Cl`?
ERK EGF block: 7%

How did Cc1c(Cl)c(=O)oc2cc(OC(C)C)ccc12 do in these assays?
ERK EGF block: 1%

How did COCc1c(C(=O)OCC(=O)NCCN2C(=O)CSC2=O)oc2ccccc12 do in these assays?
ERK EGF block: -1%

How did CCn1nnnc1NC(=O)c1cccc(OC)c1 do in these assays?
ERK EGF block: -1%

Results for O=C(NCCc1ccccc1)C(=S)N1CCCCC1 ?
ERK EGF block: -6%

How did COc1cc(NC(=O)C2CCCN(c3ncccn3)C2)cc(OC)c1 (configuration not stated) do in these assays?
ERK EGF block: 9%

What do the screens show for `CC(=O)c1c(C)[nH]c(C(=O)NCc2ccccc2Cl)c1C`?
ERK EGF block: inconclusive

What do the screens show for `CCOc1ccc(Cn2c(=O)sc3ccccc32)cc1`?
ERK EGF block: -3%[57.5 µM]

What do the screens show for `COc1ccc(CCNC(=O)CCCCCN2C(=O)c3ccccc3C2=O)cc1OC`?
ERK EGF block: -1%

Results for Cc1cc(C(=O)NNC(=O)c2ccc(Cl)cc2)no1 ?
ERK EGF block: -13%[57.5 µM]

How did CNC(=S)NCCc1ccccc1 do in these assays?
ERK EGF block: 4%[57.5 µM]

How did O=C(N/N=C/c1sc(N2CCCCC2)nc1-c1cccs1)c1cccnc1 do in these assays?
ERK EGF block: -4%

How did CNC[C@H](O)c1ccc(OC(=O)C(C)(C)C)c(OC(=O)C(C)(C)C)c1 do in these assays?
ERK EGF block: -1%[25.7 µM]

What do the screens show for `COc1ccc(N(CC(=O)Nc2c(C)n(C)n(-c3ccccc3)c2=O)S(=O)(=O)c2ccccc2)cc1OC`?
ERK EGF block: -17%

What do the screens show for `O=C(Nc1cccc(S(=O)(=O)N2CCCCC2)c1)c1ccc(OCC2CCCO2)cc1` (configuration not stated)?
ERK EGF block: inconclusive

How did CC(C)Oc1ccc(C(=O)Nc2ccccc2N2CCOCC2)cc1 do in these assays?
ERK EGF block: 2%

What do the screens show for `Oc1ccc(N=Nc2nccs2)c(O)c1`?
ERK EGF block: inconclusive

What do the screens show for `O=C(NCCOc1ccccc1)O[C@@H]1C(=O)c2cc(Br)ccc2O[C@H]1c1ccc2c(c1)OCO2`?
ERK EGF block: -5%

Results for N#CCC(=O)N/N=C/c1cn(Cc2ccccc2C#N)c2ccccc12 ?
ERK EGF block: inconclusive

Results for COCCNC(=O)C(c1ccc(F)cc1)N(C(=O)CCC(=O)Nc1nccs1)c1ccc(C)cc1 (configuration not stated) ?
ERK EGF block: -3%

Results for O=C(Cc1ccc(F)cc1)N/N=C/c1ccccn1 ?
ERK EGF block: -3%
